FBW7 act = activators of human E3 ligase FBW7 | 0.13% of 650,000 active | Q969H0 | AlphaScreen FBW7–phospho-cyclin E peptide binding, activator screen | AID 1259310 | normalized activity (activation), % at 26.1 µM; in the data active means normalized activity above about 1.9%;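 further: purified mutant Fbw7 with reduced substrate affinity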
GPR151 ag = activates the human receptor GPR151. Q8TDV0. 1% of 650,000 active. PathHunter beta-arrestin GPR151 cells, luminescence. AID 1508602. activation, % at 11.2 µM; in the data active means activation above about 4.9%;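 further: 0% = median of compound wells and 100% = cells with positive control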
Target sequence (Q8TDV0 whole entry, looked up): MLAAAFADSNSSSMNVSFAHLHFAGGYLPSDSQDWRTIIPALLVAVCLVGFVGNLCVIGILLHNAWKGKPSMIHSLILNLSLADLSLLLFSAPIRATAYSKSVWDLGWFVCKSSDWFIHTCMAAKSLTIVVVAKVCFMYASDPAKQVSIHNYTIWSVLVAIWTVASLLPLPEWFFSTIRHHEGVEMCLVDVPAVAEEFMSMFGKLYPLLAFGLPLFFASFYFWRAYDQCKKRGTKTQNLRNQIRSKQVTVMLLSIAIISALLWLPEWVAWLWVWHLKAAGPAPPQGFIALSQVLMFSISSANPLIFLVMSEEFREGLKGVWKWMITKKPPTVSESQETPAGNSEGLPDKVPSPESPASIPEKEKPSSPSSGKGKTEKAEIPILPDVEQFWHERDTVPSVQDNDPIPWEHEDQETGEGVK
MITF primary = blocks human microphthalmia-associated transcription factor | O75030 | inhibition, % at 2.6 µM | AlphaScreen MITF homodimerization, bead proximity signal | 0.91% of 650,000 active; in the data active means inhibition above about 50%;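 further: 0% = vehicle wells with protein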
Target sequence (O75030 whole entry, looked up): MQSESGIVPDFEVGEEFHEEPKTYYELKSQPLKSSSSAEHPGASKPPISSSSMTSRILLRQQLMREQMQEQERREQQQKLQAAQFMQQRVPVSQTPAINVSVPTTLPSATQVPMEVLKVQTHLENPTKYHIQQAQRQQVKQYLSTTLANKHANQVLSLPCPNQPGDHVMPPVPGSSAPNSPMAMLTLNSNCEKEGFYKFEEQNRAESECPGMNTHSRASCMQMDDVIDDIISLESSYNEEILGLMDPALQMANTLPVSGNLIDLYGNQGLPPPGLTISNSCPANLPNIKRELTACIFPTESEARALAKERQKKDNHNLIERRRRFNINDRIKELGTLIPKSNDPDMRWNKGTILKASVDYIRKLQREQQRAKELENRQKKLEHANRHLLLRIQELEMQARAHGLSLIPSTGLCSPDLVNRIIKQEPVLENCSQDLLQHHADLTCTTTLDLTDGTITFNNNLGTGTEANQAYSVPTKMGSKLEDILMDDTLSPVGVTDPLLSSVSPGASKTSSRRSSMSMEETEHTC
TEAD-YAP inh = TEAD-YAP interaction inhibition; HEK-TIYL cells, TEAD-Gal4/YAP UAS-luciferase luminescence; inhibition, % at 9.12 µM; 1.4% of 640,000 active; in the data active means inhibition above about 32%;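 further: 0% = median of test compound wells and 100% = reference inhibitor wells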
* marks the source's active call; other numbers are inactive results; & = joins results of further samples.

For CCOC(=O)C1CCN(C(=O)c2ccc(N3CC4CC(C3)c3cccc(=O)n3C4)c(NC(=O)c3cc(OC)c(OC)c(OC)c3)c2)CC1 (stereo not given) the results were FBW7 act -0.1, GPR151 ag -0.1, MITF primary 8 and TEAD-YAP inh 3.
`CC(NC(=O)/C(C#N)=C/c1ccccc1F)c1ccccc1` (stereo not given) gave FBW7 act 0.1&0.0, GPR151 ag 0.7&1.3, MITF primary 4&2 and TEAD-YAP inh -2&-7.
Screening COc1ccc(OC(=O)c2ccccc2Cl)c(C(C)=O)c1 returned FBW7 act 0.0, GPR151 ag 1.5, MITF primary -7 and TEAD-YAP inh -10.
Screening O=C(CCl)NN1C(=O)NC2(CCCCC2)C1=O returned FBW7 act 0.1, GPR151 ag -0.4, MITF primary 14 and TEAD-YAP inh 4.
`COc1ccccc1CNS(=O)(=O)c1ccc(F)c(C(=O)Nc2ccc(C)c(Cl)c2)c1` gave FBW7 act 0.7, GPR151 ag -1.3, MITF primary 13 and TEAD-YAP inh -3.
c1ccc(-n2nnnc2N2CCOCC2)cc1 was read as FBW7 act 0.0, GPR151 ag 0.3, MITF primary 3 and TEAD-YAP inh 10.
Screening CCCNC(=O)C(=O)NCc1ccccc1OC returned FBW7 act -0.1, GPR151 ag -0.7, MITF primary 0 and TEAD-YAP inh -19.
`Cc1ccc(OCC(=O)Nc2ccc3nn(-c4cccc(C(F)(F)F)c4)nc3c2)cc1C` gave FBW7 act -0.2, GPR151 ag 0.7, MITF primary -8 and TEAD-YAP inh -4.
For OCCCCNc1ncnc2scc(-c3ccccc3)c12 the results were FBW7 act 0.1, GPR151 ag 0.5, MITF primary 22 and TEAD-YAP inh 28.
Cc1c(C(=O)NCc2ccccc2)cccc1[N+](=O)[O-] was read as FBW7 act 0.1, GPR151 ag -1.3, MITF primary 7 and TEAD-YAP inh -2.

8 entries out of the list, arranged by count of non-hydrogen atoms, highest first.
For CCOC(=O)C1CCN(C(=O)c2ccc(N3CC4CC(C3)c3cccc(=O)n3C4)c(NC(=O)c3cc(OC)c(OC)c(OC)c3)c2)CC1 (stereo not given) the results were FBW7 act -0.1, GPR151 ag -0.1, MITF primary 8 and TEAD-YAP inh 3.
`Cc1ccc(OCC(=O)Nc2ccc3nn(-c4cccc(C(F)(F)F)c4)nc3c2)cc1C` gave FBW7 act -0.2, GPR151 ag 0.7, MITF primary -8 and TEAD-YAP inh -4.
`COc1ccccc1CNS(=O)(=O)c1ccc(F)c(C(=O)Nc2ccc(C)c(Cl)c2)c1` gave FBW7 act 0.7, GPR151 ag -1.3, MITF primary 13 and TEAD-YAP inh -3.
`CC(NC(=O)/C(C#N)=C/c1ccccc1F)c1ccccc1` (stereo not given) gave FBW7 act 0.1&0.0, GPR151 ag 0.7&1.3, MITF primary 4&2 and TEAD-YAP inh -2&-7.
Screening COc1ccc(OC(=O)c2ccccc2Cl)c(C(C)=O)c1 returned FBW7 act 0.0, GPR151 ag 1.5, MITF primary -7 and TEAD-YAP inh -10.
Cc1c(C(=O)NCc2ccccc2)cccc1[N+](=O)[O-] was read as FBW7 act 0.1, GPR151 ag -1.3, MITF primary 7 and TEAD-YAP inh -2.
Screening CCCNC(=O)C(=O)NCc1ccccc1OC returned FBW7 act -0.1, GPR151 ag -0.7, MITF primary 0 and TEAD-YAP inh -19.
c1ccc(-n2nnnc2N2CCOCC2)cc1 was read as FBW7 act 0.0, GPR151 ag 0.3, MITF primary 3 and TEAD-YAP inh 10.

More records:
O=c1[nH][nH]c(=O)c2[nH]cnc12 was read as FBW7 act -0.1, GPR151 ag 0.0, MITF primary 3 and TEAD-YAP inh -1.
CC(C)c1nn2c(=O)cc(O)nc2s1 was read as FBW7 act 0.0, GPR151 ag 1.2, MITF primary 0 and TEAD-YAP inh 9.
`CCOc1cc(C=O)ccc1OCCCCN1CCOCC1` gave FBW7 act -0.2, GPR151 ag -1.0, MITF primary -7 and TEAD-YAP inh 9.
For CCOC(=O)c1cc(-c2ccccc2)sc1NC(=O)c1ccc([N+](=O)[O-])cc1 the results were FBW7 act 0.0, GPR151 ag 0.3, MITF primary -1 and TEAD-YAP inh 9.
For N#Cc1ccccc1NC(=O)COC(=O)c1ccc([N+](=O)[O-])o1 the results were FBW7 act 0.0, GPR151 ag -0.9, MITF primary 5 and TEAD-YAP inh 1.
`CCC(=O)Nc1c(C)cc(C)cc1Cl` gave FBW7 act 0.7, GPR151 ag 0.3, MITF primary 1 and TEAD-YAP inh 5.
For Nc1cc(Nc2nccc3ccccc23)ncn1 the results were FBW7 act 0.0, GPR151 ag -2.1, MITF primary -1 and TEAD-YAP inh -7.
For CN1CCN(c2ccc3nnc(CCC(=O)Nc4nccs4)n3n2)CC1 the results were FBW7 act 0.1, GPR151 ag -1.6, MITF primary 8 and TEAD-YAP inh 9.
O=C(NC1CC2(CCCCC2)Oc2ccccc21)c1ccco1 (stereo not given) was read as FBW7 act 0.2, GPR151 ag -0.1, MITF primary 6 and TEAD-YAP inh 8.
Screening O=C(O)CC1c2ccccc2CCN1S(=O)(=O)c1ccccc1 (stereo not given) returned FBW7 act -0.1, GPR151 ag 1.2, MITF primary -1 and TEAD-YAP inh 11.
For Nc1cccc(-c2csc(N)n2)c1 the results were FBW7 act -0.1, GPR151 ag 0.5, MITF primary 8 and TEAD-YAP inh -12.
`CC(NC(=O)c1ccc(S(=O)(=O)N2CCOCC2)o1)c1ccccc1` (stereo not given) gave FBW7 act 0.0, GPR151 ag -0.4, MITF primary 2 and TEAD-YAP inh 3.
COc1cccc(-c2csc3ncc(C(=O)N4CCCC4)c(=O)n23)c1 was read as FBW7 act 0.1, GPR151 ag -0.3, MITF primary 16 and TEAD-YAP inh -7.
Screening CCOC(=O)c1c(-c2ccc(C)cc2)csc1NC(=O)c1ccc(C)cc1 returned FBW7 act -0.1, GPR151 ag -0.5, MITF primary -2 and TEAD-YAP inh 2.
CCN(CC)c1nc(Nc2ccccc2)nc(Nc2nccc3ccccc23)n1 was read as FBW7 act 0.0, GPR151 ag 0.4, MITF primary 0 and TEAD-YAP inh -3.
Cc1ccccc1Nc1nc(N)nc(COC(=O)c2cc(F)cc(F)c2)n1 was read as FBW7 act -0.1, GPR151 ag 1.3, MITF primary -6 and TEAD-YAP inh -7.
Screening Cc1nc2ncccn2c1-c1csc(NCc2ccccc2)n1 returned FBW7 act -0.1, GPR151 ag 1.5, MITF primary 4 and TEAD-YAP inh 13.
Screening COCc1ccc(CN2CCC3(CC2)CC3C(=O)N2CCc3ccccc3C2)o1 (stereo not given) returned FBW7 act -0.1, GPR151 ag 1.2, MITF primary -7 and TEAD-YAP inh 4.
Screening Cc1cc(=O)n2c3ccccc3n(CC(O)CN3CCN(c4ccccc4)CC3)c2c1C#N (stereo not given) returned FBW7 act 0.3, GPR151 ag -0.6, MITF primary 2 and TEAD-YAP inh 8.
Screening COc1ccc(C(=O)NCc2nnc(SCC(=O)N3N=C(c4cccs4)CC3c3ccc(C)cc3)n2-c2ccc(F)cc2)cc1OC (stereo not given) returned FBW7 act 0.0, GPR151 ag 3.5, MITF primary -5 and TEAD-YAP inh 5.
`COc1ccc(CCNC(=O)c2ccc3c(=O)n(-c4ccc(OC)c(OC)c4)c(=S)[nH]c3c2)cc1OC` gave FBW7 act 0.0, GPR151 ag 2.3, MITF primary -2 and TEAD-YAP inh 2.
`Cc1ccccc1N=C1NC(=O)CS1` gave FBW7 act 0.1, GPR151 ag -1.5, MITF primary 12 and TEAD-YAP inh 11.
NN1C(=O)c2cccc3c(N4CCOCC4)ccc(c23)C1=O was read as FBW7 act 0.1, GPR151 ag 0.7, MITF primary -12 and TEAD-YAP inh -8.
CCCN1Cc2cccc(C(=O)Nc3ccc(C(=O)OCC)cc3)c2C1=O was read as FBW7 act -0.1, GPR151 ag -0.7, MITF primary -17 and TEAD-YAP inh -2.
For Cc1nc(SCc2ccc([N+](=O)[O-])cc2)c2c(=O)n(C)c(=O)n(C)c2n1 the results were FBW7 act 0.1, GPR151 ag 0.6, MITF primary 7 and TEAD-YAP inh 8.
`CCCc1nc(SCC(=O)N2CCCCC2)c2c(=O)n(C)c(=O)n(C)c2n1` gave FBW7 act -0.2, GPR151 ag 2.9, MITF primary -3 and TEAD-YAP inh -3.
`CC(C)CC(=O)Nc1ccc2c(c1)N(C(=O)c1ccco1)CCC2` gave FBW7 act -0.2, GPR151 ag 0.5, MITF primary 7 and TEAD-YAP inh -10.
`COC(=O)Nc1ccc([N+](=O)[O-])c(NC(=O)OC)c1` gave FBW7 act 0.2, GPR151 ag 1.4, MITF primary 8 and TEAD-YAP inh 15.
`CC1CN(c2oc(-c3cccc(Cl)c3)nc2C#N)CC(C)O1` (stereo not given) gave FBW7 act -0.2, GPR151 ag 1.0, MITF primary 3 and TEAD-YAP inh 11.
Screening CCOC(=O)/C(=C/c1ccc(F)cc1)NC(=O)c1ccccc1 returned FBW7 act 0.0, GPR151 ag 0.4, MITF primary 0 and TEAD-YAP inh 0.
`CCCCCCCCCCCCC/C=C/[C@@H](O)[C@H](COP(=O)(O)O)NC(=O)CCCCCCC` gave GPR151 ag 5.2* and MITF primary -7.
CCN=C1S/C(=C\c2ccc([N+](=O)[O-])cc2)C(=O)N1CC was read as FBW7 act 0.3, GPR151 ag -2.4, MITF primary 13 and TEAD-YAP inh -7.
Screening O=C(CC1C(=O)NCCN1C1CCCC1)NCc1ccc(N2CCCC2=O)cc1 (stereo not given) returned FBW7 act 0.0, GPR151 ag 1.1, MITF primary 13 and TEAD-YAP inh -1.
`OC(c1ccc2c(c1)CN(Cc1cnn(-c3ccccc3)c1)CCO2)c1ccccn1` (stereo not given) gave FBW7 act -0.1, GPR151 ag -0.3, MITF primary -5 and TEAD-YAP inh -3.
Cc1nc(C)c(/C(O)=C/c2nc3cc(Cl)ccc3oc2=O)o1 was read as FBW7 act 0.1, GPR151 ag -1.0, MITF primary 25 and TEAD-YAP inh 28.
For Cc1cccc(C(=O)NNC(=O)c2cccs2)c1 the results were FBW7 act 0.1, GPR151 ag -1.1, MITF primary 18 and TEAD-YAP inh -19.
For COC(=O)c1ccc(CN2CCN(Cc3ccc(OC)cc3F)C(CCO)C2)cc1 (stereo not given) the results were FBW7 act 0.0, GPR151 ag -0.8, MITF primary -6 and TEAD-YAP inh 4.
Screening O=C(NCc1ccccc1)c1cccc(-c2csc3ccccc23)c1 returned FBW7 act 0.0, GPR151 ag 2.2, MITF primary 8 and TEAD-YAP inh 5.
COCCn1c(-c2cccs2)csc1=Nc1cccnc1 was read as FBW7 act 0.0, GPR151 ag 0.6, MITF primary 3 and TEAD-YAP inh -7.
O=C1CC(N2CCOCC2)C(=O)N1Cc1ccccc1 (stereo not given) was read as FBW7 act -0.1, GPR151 ag 0.8, MITF primary -8 and TEAD-YAP inh 10.
Cc1ccc(C)c(CN[C@H]2C[C@H]3C(=O)N[C@H](CC(C)C)C(=O)N3C2)c1 was read as FBW7 act -0.1, GPR151 ag 1.4, MITF primary -5 and TEAD-YAP inh -2.
`CC(=O)NCCC(=O)Nc1ccc(S(=O)(=O)N2CCCC2)cc1` gave FBW7 act 0.0, GPR151 ag 2.5, MITF primary -5 and TEAD-YAP inh 5.
Screening CCOc1ccccc1NC(=O)c1ccc(F)c(S(=O)(=O)NCc2ccc(Cl)c(Cl)c2)c1 returned FBW7 act 0.1, GPR151 ag -1.1, MITF primary 13 and TEAD-YAP inh -2.
C[C@@H]1C[C@@H](CC(=O)N2CCOc3ccc(CN4CCOCC4)cc3C2)NC(=S)N1 was read as FBW7 act 0.0, GPR151 ag -0.4, MITF primary 12 and TEAD-YAP inh -14.
For COc1cc2c3c(n(C)c2cc1Br)CNNC3=O the results were FBW7 act -0.1, GPR151 ag -0.8, MITF primary -4 and TEAD-YAP inh 6.
Screening CN(C)c1ccc(C2Nc3ccccc3C(=O)N2NC(=O)c2ccc([N+](=O)[O-])cc2)cc1 (stereo not given) returned FBW7 act 0.1, GPR151 ag 0.9, MITF primary -13 and TEAD-YAP inh -3.
O=C(COc1ccc(Cl)cc1Cl)N/N=C/C1CC=CCC1 (stereo not given) was read as FBW7 act 0.0, GPR151 ag 1.9, MITF primary 3 and TEAD-YAP inh -6.
`CC1CCCN(c2nc3nonc3nc2Nc2ccc3c(c2)OCO3)C1` (stereo not given) gave FBW7 act 0.0, GPR151 ag -1.4, MITF primary 17 and TEAD-YAP inh 6.
Cc1nnc(SCC(N)=O)c2ccccc12 was read as FBW7 act -0.3, GPR151 ag -1.4, MITF primary 5 and TEAD-YAP inh -5.
CC12CCC(C(=O)Nc3ccccc3C(F)(F)F)(OC1=O)C2(C)C (stereo not given) was read as FBW7 act 0.2, GPR151 ag -0.8, MITF primary 35 and TEAD-YAP inh 11.
Screening O=C(Nc1c2c(nn1-c1ccc(Cl)cc1)CSC2)c1ccccc1I returned FBW7 act 0.2, GPR151 ag -0.5, MITF primary 2 and TEAD-YAP inh 6.
Screening Cc1ccc(N2CCN(S(=O)(=O)c3ccc(F)c(C(=O)Nc4ccc(Br)cc4F)c3)CC2C)cc1 (stereo not given) returned FBW7 act 0.0, GPR151 ag -1.2, MITF primary 11 and TEAD-YAP inh -7.
Cc1ccc(N=C2NC(=O)S/C2=C\c2ccccc2)cc1 was read as FBW7 act 0.0, GPR151 ag 0.6, MITF primary -1 and TEAD-YAP inh 0.
`CCN(Cc1cccc(OC)c1)C(=O)Nc1ccc(-c2cn[nH]c2)cc1OCCN1CCOCC1` gave FBW7 act 0.2, GPR151 ag 1.2, MITF primary -5 and TEAD-YAP inh 2.
Screening COc1ccccc1NC(=O)C1CC1(c1cccc(C)c1)c1cccc(C)c1 (stereo not given) returned FBW7 act 0.1, GPR151 ag -1.4, MITF primary 12 and TEAD-YAP inh 0.
Screening O=C(O)c1ccc(NCCCN2CCOCC2)c([N+](=O)[O-])c1 returned FBW7 act 0.2, GPR151 ag -0.5, MITF primary 7 and TEAD-YAP inh -1.
